Bioassay records deposited in PubChem BioAssay by several laboratories.
HT1080 cytotoxicity = cytotoxicity in HT1080 fibrosarcoma cells, cell-based, fluorescence readout (AID 620); one-dose cytotoxicity, % at 10 µM; EC50 in µM for titrated hits; actives 0.42% (n = 87,000); HT1080 viability, fluorescence; higher % means a stronger effect;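 note: cells exposed to compound overnight then 4 h with Alamar Blue; 0% = vehicle DMSO and 100% = killing control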
KRASV12 cytotoxicity = cytotoxicity in KRAS-transformed pancreatic duct cells, primary screen, cell-based, fluorescence, HTS (AID 431); HPDE-C7K KRASV12 cells, Alamar Blue viability, 48 h; higher % means a stronger effect; cytotoxicity, % at 10 µM; hits with a dose series show EC50 in µM; actives 1.7% (n = 63,000);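 active = compounds whose percent cytotoxicity in the single-dose primary screen, scaled between solvent and toxic-drug controls, exceeds 50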;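 note: 0% = DMSO solvent wells and 100% = doxorubicin-treated wells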
Bfl-1 displacement = Bfl-1 inhibitors, primary screen, biochemical, fluorescence polarization, FITC-Bid, mouse (AID 432) | Bcl-2-related protein A1 (Mus musculus) | actives 0.02% (n = 64,000) | one-dose displacement, % at 20 µM; IC50 in µM for titrated hits | FITC-Bid BH3 peptide fluorescence polarization displacement; higher % means a stronger effect; in the data active = a potency from the dose series; inactive = the rest, 99 in 100 with displacement below about 15%; note: strong numbers were not always called active
LYP inhibition = LYP phosphatase inhibitors, primary screen, biochemical, DiFMUP fluorescence, recombinant catalytic domain, 10 µM (AID 606); inhibition, % at 10 µM, or IC50 in µM where a hit was titrated; Tyrosine-protein phosphatase non-receptor type 22 (Homo sapiens); recombinant LYP catalytic domain, DiFMUP fluorescence; higher % means a stronger effect; 52,000 tested, under 10 active;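 active = IC50 under 40 µM in the dose-response test; inactive = IC50 of 40 µM or more, or never dose-tested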
TNAP inhibition = human TNAP enzyme inhibitors, biochemical, luminescent (AID 518); actives 0.09% (n = 64,000); inhibition, % at 20 µM, or IC50 in µM where a hit was titrated; Alkaline phosphatase, tissue-nonspecific isozyme (Homo sapiens); purified TNAP enzyme, luminescent substrate readout; higher % means a stronger effect; in the data active = a potency from the dose series; inactive = the rest, 99 in 100 with inhibition below about 22%;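 note: plate controls were vehicle for no effect and reference inhibitor for full effect; many of its hits are not listed in these tables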
Spn PMK inh = S. pneumoniae PMK inhibitors, primary screen, biochemical, mevalonate pathway, pilot trial included. purified PMK, PK/LDH-coupled NADH absorbance 340 nm. phosphomevalonate kinase (Streptococcus pneumoniae D39). AID 539, 2006. inhibition, % at 10 µM. actives 0.49% (n = 65,000);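 active = top-ranked compounds by inhibition in the single 10 µM screen, taking a fixed number of the strongest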;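 note: 0% = full reaction with DMSO carrier and 100% = background rate without enzyme reaction; no value below 0 was filed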
MK inhibit = S. pneumoniae MK inhibitors, primary screen, biochemical, PK/LDH-coupled NADH absorbance. mevalonate kinase [Streptococcus pneumoniae D39]. purified MK, PK/LDH-coupled NADH absorbance 340 nm. inhibition, % at 10 µM. actives 0.48% (n = 65,000). AID 555, 2006;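 active = ranked among the strongest by inhibition in the single 10 µM screen, a fixed top-ranked set picked for dose follow-up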; note: no value below 0 was filed
HPDE-C7 cytotoxicity = cytotoxicity in HPDE-C7 cells, cell-based, fluorescence, HTS (AID 430) | actives 1.8% (n = 63,000) | cytotoxicity, % at 10 µM, or EC50 in µM where a hit was titrated | HPDE-C7 pancreatic duct cells viability, fluorescence; higher % means a stronger effect;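 note: cells exposed to compound for 48 hours before viability readout; 0% = vehicle and 100% = reference cytotoxic drug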
DPM-DC inhibit = S. pneumoniae DPM-DC inhibitors, primary screen, biochemical, PK/LDH-coupled NADH fluorescence | diphosphomevalonate decarboxylase (Streptococcus pneumoniae D39) | purified DPM-DC | calls only at 10 µM | actives 0.49% (n = 65,000) | AID 556, 2006;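 active = the 320 compounds with the highest percent inhibition in the single-dose primary screen, excluding strongly autofluorescent ones, cut at about 32% in these data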;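 note: kinetic rate of NADH fluorescence loss reporting ADP formed by the decarboxylase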
Spn PMK inh pilot replicates = second read-out of Spn PMK inh, no call of its own (marks repeat the call); inhibition, %; measured here: pilot screen replicates
MK inhibit pilot replicates = second read-out of MK inhibit, no call of its own (marks repeat the call); inhibition, %; measured here: pilot screen replicates
DPM-DC inhibit pilot screen % = recorded beside DPM-DC inhibit, whose call it bears; inhibition, %; measured here: pilot screen trials
* marks the source's active call; other numbers are inactive results; i = inactive; x = no result given; + = active, no number; & = joins results of further samples. Cut-off read from the data, not from the text of the source, unless noted: active = cytotoxicity above about 50%; inactive = the rest.

SMILES	HT1080 cytotoxicity	KRASV12 cytotoxicity	Bfl-1 displacement	LYP inhibition	TNAP inhibition	Spn PMK inh	MK inhibit	HPDE-C7 cytotoxicity	DPM-DC inhibit	others
CCn1cc(C(=O)OCC(=O)OC2CC(C)CCC2C(C)C)c(=O)c2ccc(C)nc21 (stereo not given)	-8%	10%	9%	11%	13%	13	1	6%	i	Spn PMK inh pilot replicates=2.5;MK inhibit pilot replicates=2.0;DPM-DC inhibit pilot screen %=0.0
c1ccc2c(c1)OCC(c1nn3cnnc3s1)O2 (stereo not given)	6%	8%	2%	24%	11%	0	8	4%	i
CCN(CCCNC(=O)CNC(=O)Cn1cnc2ccccc2c1=O)c1ccccc1	1%	-1%	-5%	-9%	16%	14	0	10%	i
CCN1C(=O)/C(=C2/Sc3ccc(OC)cc3N2C)SC1=Nc1cccc(O)c1	2%	-6%	-8%	2%	16%	2	7	-20%	i
c1ccc(C(c2nnnn2Cc2cccs2)N2CCN(C3CCCC3)CC2)cc1 (stereo not given)	-4%	2%	-2%	13%	8%	8	0	-4%	i
Cc1cc(C)cc(Nc2ncc3c(n2)CC(c2ccco2)CC3=O)c1 (stereo not given)	1%	-11%	-2%	5%	14%	13	7	-6%	i	Spn PMK inh pilot replicates=0.5;MK inhibit pilot replicates=0.0;DPM-DC inhibit pilot screen %=3.0
CCOC(=O)c1sc(=S)n(-c2cc(OC)ccc2OC)c1N	0%	8%	-7%	x	11%	9	9	-6%	i
Cc1ccc(S(=O)(=O)N2C(=O)CCC2C(=O)N2CCN(C)CC2)cc1 (stereo not given)	0%	-2%	-1%	-1%	-1%	6	7	-3%	i
Cc1ccc(S(=O)(=O)N(C)c2nonc2C)cc1	-12%	1%	-5%	10%	10%	8	17	10%	i
COc1ccc2c(c1OC)CN(C)CCc1cc3c(cc1C(O)C2)OCO3 (stereo not given)	2%	-9%	0%	1%	5%	25*	12	-11%	i
COC(=O)c1cc(OC)c(OC)cc1NC(=O)C1CCCO1 (stereo not given)	-5%	4%	4%	2%	12%	12	19	-1%	i
CC(=N\O)/C(CN(C)C)=N/O	-4%	-11%	-10%	-4%	21%	7	5	-3%	i	Spn PMK inh pilot replicates=0.0;MK inhibit pilot replicates=0.5;DPM-DC inhibit pilot screen %=0.0
CCc1c(O)nc(N2CCN(Cc3ccccc3)CC2)[nH]c1=O	9%	-5%	-9%	8%	7%	1	9	1%	i
COc1ccc(/C(O)=C2/C(=O)C(=O)N(CCN3CCOCC3)C2c2ccccn2)cc1OC (stereo not given)	22%	3%	-2%	-1%	11%	8	4	5%	i
COCC(=O)Nc1cccc2ccccc12	0%	-3%	0%	x	8%	4	10	5%	i
CCNS(=O)(=O)c1ccc2nc(NC(=O)c3cccnc3)sc2c1	-3%	-7%	-8%	13%	8%	0	8	2%	i
CN(C1CCCCC1)S(=O)(=O)c1ccc(C(=O)O)cc1	-6%	x	0%	x	-3%	0	7	x	i
CCOc1ccc(C2N(c3cc(Cl)ccc3OC)C(=O)C3CCCN32)cc1OC (stereo not given)	4%	-3%	-2%	-4%	7%	0	8	-16%	i
CC1(C)CSC(=S)N1S(=O)(=O)c1ccccc1	2%	2%	-10%	-1%	16%	14	0	-21%	i
O=C(c1cccnc1Nc1ccc2c(c1)CCC2)N1CCOCC1	-7%	-6%	5%	0%	1%	16	0	-7%	i
COCC(=O)Nc1nc2n(n1)C(c1ccc(Cl)cc1)CC(c1ccc(OC)cc1)N2 (stereo not given)	3%	-30%	-1%	6%	5%	6	10	-35%	i
O=C(Nc1ccc(Nc2ccccc2)cc1)N1CCOCC1	2%	12%	-1%	13%	2%	2	5	8%	i
Cc1cc(NC(=O)c2ccco2)ncc1NC(=O)Cc1ccccc1	26%	8%	-1%	6%	22%	15	2	-1%	i
Cc1ccc(CNC(=O)CNS(=O)(=O)c2cccc3nsnc23)cc1	18%	-7%	-2%	-25%	6%	10	0	-8%	i
c1c2c(cc3sc(N4CCOCC4)nc13)OCCO2	6%	-19%	-9%	0%	5%	18	12	-20%	i

The results go on.
SMILES	HT1080 cytotoxicity	KRASV12 cytotoxicity	Bfl-1 displacement	LYP inhibition	TNAP inhibition	Spn PMK inh	MK inhibit	HPDE-C7 cytotoxicity	DPM-DC inhibit	others
COc1ccc(Cl)cc1N1C(=O)C2CCCN2C1c1cccc(F)c1 (stereo not given)	0%	0%	-3%	3%	2%	0	10	-7%	i
COc1ccc(NC(=O)c2cc(-c3cccs3)on2)cc1OC	3%	0%	-2%	1%	9%	12	4	-3%	i
COc1ccc(CC(=O)NCc2nnc(SCCOc3ccccc3)n2C)cc1	-1%	-25%	0%	6%	-1%	13	6	-25%	i
CCn1c(COc2ccc3c(c2)OCO3)nnc1SCC(=O)c1ccccc1	-8%	2%	-2%	-5%	20%	10	0	-1%	i
O=C(O)C1CCCCC1C(=O)Nc1cccc(C(=O)N2CCCCC2)c1 (stereo not given)	1%	-7%	-1%	-2%	15%	7	11	4%	i
CCc1nnc(NC(=O)CSc2nccn2-c2cc(C)cc(C)c2)s1	-8%	12%	-2%	8%	3%	0	9	8%	i
CCc1c(C)nc(SCC(=O)Nc2cccc(Br)c2)[nH]c1=O	-2%	-13%	-2%	-2%	2%	6	4	-8%	i
Cn1c(=O)c(C(=O)c2ccccc2)nc2ccccc21	-4%	1%	1%	6%	8%	8	7	14%	i
O=C1CCC(C(=O)NCCCn2ccnc2)N1 (stereo not given)	2%	-13%	-2%	9%	9%	2	5	0%	i
CC12CCC(C(=O)O)(C/C1=N\O)C2(C)C (stereo not given)	0%&-9%	-1%	5%	9%	-5%	9	12	-10%	i
CCOc1ccc(CCNC(=O)C2CCN(c3nn4c(=O)cc(C)nc4s3)CC2)cc1OCC	-2%	-5%	-6%	8%	1%	16	0	-7%	i
CNC(=O)N(O)C1N(C)C(=O)N(Cc2ccccc2)C1(C)C (stereo not given)	0%	-1%	-7%	1%	9%	1	8	0%	i
CC(NC(=O)c1cccc(N2CCCC2=O)c1)c1ccc2c(c1)OCCO2 (stereo not given)	0%	-2%	5%	-16%	6%	18	0	-9%	+
O=C(COn1nnc2ccc(Cl)cc21)NCc1ccccc1	14%	4%	3%	x	6%	13	0	-2%	i
CCCC(=O)Nc1ccc2nc(SCC(=O)Nc3nccs3)sc2c1	2%	-1%	-6%	-3%	12%	5	3	-1%	i
O=C(NCc1ccco1)C1CCN(c2nnc(-n3cccc3)s2)CC1	-6%	-3%	-10%	2%	4%	0	4	-3%	i
CCS(=O)(=O)n1nc(-c2ccc(Cl)cc2)nc1N	0%	-4%	-5%	7%	18%	7	14	2%	i
Cn1c(=O)c2cc(S(=O)(=O)Nc3cccc(F)c3)ccc2n(C)c1=O	x	0%	-2%	14%	3%	13	1	-6%	i
O=C(NCC1CCCO1)C1CCN(S(=O)(=O)N2CCCC2)CC1 (stereo not given)	3%	-13%	-14%	-5%	-4%	21	0	-14%	i
COc1ccc(OC)c(C(c2nnnn2C2CCCC2)N2CCN(c3ccccc3F)CC2)c1 (stereo not given)	26%	-15%	4%	13%	5%	11	18	-13%	i
O=C(O)CCCCNS(=O)(=O)c1ccc(Cl)c(C(F)(F)F)c1	31%	0%	-3%	3%	-8%	5	0	5%	i
Cn1c(Cc2csc(N)n2)nnc1SCC(=O)NCc1ccccc1	1%	3%	-5%	15%	14%	13	3	-4%	i	Spn PMK inh pilot replicates=7.5;MK inhibit pilot replicates=9.0;DPM-DC inhibit pilot screen %=3.0
COc1ccc(NC(=O)c2cnc3n(c2=O)CCS3)cc1OC	-2%	8%	0%	x	13%	4	5	5%	i	Spn PMK inh pilot replicates=1.5;MK inhibit pilot replicates=1.0;DPM-DC inhibit pilot screen %=3.0
